KCNH2 3.1 block – qHTS for Inhibitors of KCHN2 3.1: Mutant qHTS. U2OS KCNH2 3.1, thallium flux FluxOr; stronger effect = lower value. activity change, % (tested at about 1.8 µM). actives 0.95% (n = 340,000). AID 720553, 2013;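 active = maximum activity change below -70%; inconclusive = maximum activity change from -70% to -50%; inactive = maximum activity change above -50%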;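 note: thallium influx rate constant from kinetic fluorescence after stimulation buffer; % is set by controls: 0 for no effect and ±100 for the full control effect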
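Steps: virus added to U2OS suspension (4 h, RT, dark); medium with 10% FBS added, cells plated, 37 C overnight; FluxOr/Red40 loading buffer 45 min RT; stimulation buffer, 2 min kinetic read; rate constant normalized.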
a7 integrin act – qHTS for Activators of Integrin-Mediated Alleviation for Muscular Dystrophy. alpha7betagal myoblasts, beta-gal FDG fluorescence, 48 h. Potency, µM (highest dose often 38.3 µM), inactives show at the highest dose activation, hits mostly activators. actives 0.064% (n = 350,000). AID 624291, 2012;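 note: potency is the fitted concentration of half-maximal effect; 100% = response of the positive control SU9516; nearly all actives have a fitted effect of over 60% in size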
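Alpha7betagal+/- myoblasts (passage 13) were plated 16-24 hr, then exposed to compounds (1:260 dilution of DMSO stock) for 48 hours at 37C. After MPER lysis, β-galactosidase reporter activity was read as FDG fluorescence (ex 480/em 540) after 30 minutes.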
MBNL1 CUG block – qHTS Assay for Inhibitors of MBNL1-poly(CUG) RNA binding; Muscleblind-like protein 1 (Homo sapiens), Q9NR56; TR-FRET MBNL1-His/biotin-(CUG)12 binding, 665/545 ratio; Potency, µM (top dose mostly 57.5 µM), for inactives: top-dose activity change, negative = inhibition, hits mostly inhibitors; actives 0.036% (n = 280,000); active = well fitted inhibition curve with a large enough effect in the signal ratio, with a control signal flat, not every such curve was filed as active; inconclusive = small, poorly fitted or top-dose-only effect, or effect the other way, or a change in a side signal; inactive = no such curve, though single readings can be large or run the other way; the % refers to the signal ratio; note: potency is the fitted concentration of half-maximal effect; % is set by controls: 0 for no effect and ±100 for the full control effect
Target sequence (Q9NR56 whole entry, looked up): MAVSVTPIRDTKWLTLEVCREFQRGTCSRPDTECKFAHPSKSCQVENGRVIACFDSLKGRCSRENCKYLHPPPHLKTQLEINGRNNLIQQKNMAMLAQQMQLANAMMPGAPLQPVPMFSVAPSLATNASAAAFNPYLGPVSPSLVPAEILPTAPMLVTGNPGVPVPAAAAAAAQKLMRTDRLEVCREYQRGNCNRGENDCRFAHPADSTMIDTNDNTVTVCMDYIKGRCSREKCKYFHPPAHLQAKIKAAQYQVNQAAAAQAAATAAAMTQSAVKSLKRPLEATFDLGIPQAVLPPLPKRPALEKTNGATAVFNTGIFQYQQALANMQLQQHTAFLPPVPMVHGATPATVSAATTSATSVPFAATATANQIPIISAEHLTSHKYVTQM
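His-tagged MBNL1 binding to biotinylated (CUG)12 RNA was measured by TR-FRET using terbium anti-His antibody (0.055 ng/ul final) and streptavidin-XL665 (5 nM final). Compounds were titrated 92 nM to 58 uM; 60 min at room temperature.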
TRPV1 ag – HTS Assay for Compounds that Act as Agonists of the Vanilloid Receptor 1; Transient receptor potential cation channel subfamily V member 1 (Homo sapiens), Q8NER1; TRPV1-expressing cells, Fluo-8 calcium influx, agonist mode; activation, % at 8.33 µM; actives 0.19% (n = 320,000); in the data active = activation above about 80%; inconclusive = between about 30% and that limit; note: 0% is about no effect
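Cells expressing TRPV1 were dye-loaded with Fluo-8 and read kinetically: 10 s baseline, 3 min after compound (agonist portion), then 2 min after EC20 capsaicin (allosteric enhancer portion). Calcium-bound dye fluorescence at 480/520 nm.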
hERG WT inh – qHTS for Inhibitors of KCHN2 3.1: Wildtype qHTS. Voltage-gated inwardly rectifying potassium channel KCNH2 (Homo sapiens), Q12809. U2OS, BacMam KCNH2, thallium flux FluxOr; stronger effect = lower value. activity change, % at 1.84 µM. actives 0.37% (n = 340,000). AID 720551, 2013;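 active = maximum activity change below -70%; inconclusive = maximum activity change between -70% and -50%; inactive = maximum activity change above -50%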; note: % is set by controls: 0 for no effect and ±100 for the full control effect
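U2OS cells transduced with wild-type KCNH2 virus are loaded with FluxOr dye for 45 min, and thallium flux is measured in kinetic reads before and after stimulation buffer. Rate constants are normalized to DMSO controls.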
A-T KAP1 phos – qHTS Assay for Identifying a Potential Treatment of Ataxia-Telangiectasia | Potency, µM (highest dose often 57.5 µM), for inactives: top-dose activation, hits mostly activators | actives 0.19% (n = 320,000) | […] A-T fibroblasts, KAP-1 phosphorylation AlphaLISA; neocarzinostatin DNA damage 30 min before lysis; note: potency is the fitted concentration of half-maximal effect; % of control where 0% means no effect; nearly all actives have a fitted effect of over 45% in size
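hTERT-immortalized A-T patient fibroblasts ([…]), 500 cells/well in OPTI-MEM, 1% FBS, got compounds for 60 min, then NCS for 30 min at 37C. Lysates were then assayed for phospho-KAP-1 by AlphaLISA (anti-pKAP1 donor, anti-KAP1 acceptor beads), 6 hr at 25C.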
CXXC DNA block – qHTS Fluorescence Polarization Assay for Inhibitors of MLL CXXC domain - DNA interaction | Histone-lysine N-methyltransferase 2A (Homo sapiens), Q03164 | MLL-CXXC / FITC-HOXA9 DNA fluorescence polarization | Potency, µM (highest dose often 115 µM), without a hit: top-dose activity change, negative = inhibition, actives largely listed as inhibitors | actives 0.037% (n = 290,000) | AID 2662, 2010; active = well fitted inhibition curve with a large enough effect in the polarisation, with a control signal flat, not every such curve was filed as active; inconclusive = small, poorly fitted or top-dose-only effect, or effect the other way, or a change in a side signal; inactive = no such curve, though single readings can be large or run the other way; the % refers to the polarisation; note: potency is the fitted concentration of half-maximal effect
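Purified MLL-CXXC (added from a 7 uM solution) was preincubated 5 min at ambient with pinned compounds in 50 mM Tris-HCl pH 7.5, 50 mM NaCl, 1 mM DTT, 0.05% BSA. Fluorescein-labeled HOX-A9 DNA (50 nM solution) followed, 30 min, then polarization read.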
S-ASM inh – Inhibitors of Secretory Acid Sphingomyelinase (S-ASM): qHTS; actives 0.006% (n = 340,000); AID 504937, 2011; Potency, µM (doses to about 57.5 µM), without a hit: at the highest dose activity change, negative = inhibition, actives largely listed as inhibitors; placental ASM, HMU-PC fluorogenic substrate, 60 min; Sphingomyelin phosphodiesterase (Homo sapiens), P17405; note: potency is the fitted concentration of half-maximal effect
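Human placenta-derived ASM enzyme was preincubated with compound for 10 minutes at room temperature, then given fluorogenic substrate HMU-PC0 (9 uM final) for 60 minutes at 37 °C; a pH 10 stop preceded fluorescence reading at Ex 386/Em 447 nm.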
FBPA coupling cs – qHTS Assay for Inhibitors of Fructose-1,6-bisphosphate Aldolase from Giardia Lamblia: Coupling assay counterscreen. actives 0.67% (n = 290,000). AID 2472, 2010. activity change, negative = inhibition, % at 58.2 µM, hits read low. coupling enzyme system counterscreen, AmpLite Red fluorescence; in the data active = activity change below about -30%; note: % is set by controls: 0 for no effect and ±100 for the full control effect
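Counterscreen of the coupled detection system alone, without aldolase: glyceraldehyde-3-phosphate coupling enzymes plus AmpLite Red readout. Compounds at 57.5 uM final, 10 min RT preincubation, 20 min RT reaction, fluorescence 525/598 nm.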
GALK inhibitor – qHTS Assay for Inhibitors of Human Galactokinase (GALK); P51570; Purified GALK, Kinase-Glo residual ATP luminescence; Potency, µM (series often up to 57.5 µM), for the others: top-dose activity change, negative = inhibition, hits mostly inhibitors; actives 0.007% (n = 270,000); AID 1868, 2009; note: potency is the fitted concentration of half-maximal effect; % is set by controls: 0 for no effect and ±100 for the full control effect
Target sequence (P51570 whole entry, looked up): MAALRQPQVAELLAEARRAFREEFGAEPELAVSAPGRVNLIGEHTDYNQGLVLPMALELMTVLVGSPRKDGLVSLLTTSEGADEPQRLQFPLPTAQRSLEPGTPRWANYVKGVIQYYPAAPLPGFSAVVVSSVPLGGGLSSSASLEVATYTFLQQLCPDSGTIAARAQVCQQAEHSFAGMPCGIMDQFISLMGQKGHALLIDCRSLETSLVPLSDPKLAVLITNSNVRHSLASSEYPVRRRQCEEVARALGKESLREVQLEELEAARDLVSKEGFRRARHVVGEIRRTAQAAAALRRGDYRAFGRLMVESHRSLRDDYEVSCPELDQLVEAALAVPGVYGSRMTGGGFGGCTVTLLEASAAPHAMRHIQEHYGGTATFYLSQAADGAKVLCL
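Quantitative HTS: GALK 5 nM, ATP 35 uM, galactose 100 uM, 1 h room temperature, then luciferase-based ATP detection.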
An asterisk follows results filed as active; u = inconclusive; x = not tested or not shown; [ ] = remark or other dose. Unless noted, calls come from the whole dose curve; as a rule, active = well fitted curve in the direction sought with a large enough effect; inconclusive = small, poorly fitted or top-dose-only effect, or another doubt; inactive = no such curve, though single readings can be large; an effect the other way counts as inactive or inconclusive.

SMILES	KCNH2 3.1 block	a7 integrin act	MBNL1 CUG block	TRPV1 ag	hERG WT inh	A-T KAP1 phos	CXXC DNA block	S-ASM inh	FBPA coupling cs	GALK inhibitor
O=C(OCC(=O)N1CCC(Cc2ccccc2)CC1)c1cc(Cl)ccc1O	-3	6%	x	0	-3	17%	x	68%[activator]	x	x
O=S(=O)(NCC1CCCO1)c1ccc(Br)cc1 (stereo not given)	12	23%	-7%	4	-2	8%	8%	0%	3	8%
COc1ccc(S(=O)(=O)N2CCN(C(=O)N(C)C)C2C)cc1 (stereo not given)	-3	-7%	-6%	-1	3	-6%	8%	8%	-1	-2%
C#Cc1cccc(NC(=O)c2ccc(Cl)cc2Cl)c1	-1	7%	-12%	18	4	5%	u	3%	-5	-3%
CCCc1nc2c(nnn2Cc2ccccc2)c(=O)[nH]1	11	1%	-2%	0	-13	3%	7%	8%	-1	-4%
COc1cccc(NS(=O)(=O)Cc2ccccc2)c1	-6	-7%	-7%	4	-4	2%	1%	-3%	-1	-4%
CN(C(=O)COC(=O)Cn1c(C(F)(F)F)nc2ccccc21)c1c(N)n(Cc2ccccc2)c(=O)[nH]c1=O	x	-17%	3%	0	-10	0%	7%	2%	x	1%
CC(=O)Cn1ncc(N(C)Cc2ccccc2)c(Cl)c1=O	-16	-3%	4%	0	-1	8%	1%	-2%	5	5%
CCS(=O)(=O)N1CCCC(C(=O)NC2CCC(C)CC2)C1 (stereo not given)	-3	1%	4%	0	-9	3%	-2%	3%	-2	-1%
O=S(=O)(c1cc(Cl)ccc1Cl)N1CCN(c2ccccn2)CC1	3	6%	-1%	21	14	18%	0%	-3%	0	4%
O=C(Cn1c(=O)cnc2ccccc21)Nc1cccc(S(=O)(=O)N2CCOCC2)c1	7	-4%	x	2	3	-5%	x	3%	x	x
Cn1ccnc1SCC(=O)c1ccc(F)cc1	u	-10%	x	x	10	x	x	5%	x	x
CCCn1c(NC(=O)c2ccc(F)cc2)nc2ccccc21	-7	-13%	0%	8	-6	18%	-3%	-3%	-5	0%
O=C(NCc1cccc(Cl)c1)c1ccc2ccccc2n1	8	u	4%	22	0	11%	-4%	-9%	-1	3%
COc1ccc(C2=NS(=O)(=O)N(C)C(C(=O)NCc3ccc4c(c3)OCO4)=C2)cc1OC	-2	8%	u	1	5	7%	x	-5%	1	x
CN(CC(=O)Nc1ccc(Cl)c(C(F)(F)F)c1)C(=O)C1CC(=O)N(C2CCCC2)C1 (stereo not given)	-7	-11%	x	2	3	-8%	x	-5%	x	x
CCC1(C(=O)OC)NC(c2cccc(F)c2)C2C(=O)N(C)C(=O)C21 (stereo not given)	7	33%	x	x	5	x	x	0%	x	x
Cc1cccc(C)c1NC(=O)C(c1ccccc1)N1CCC2(CC1)OCCO2 (stereo not given)	-4	21%	x	x	15	x	x	6%	x	x
CC1CCCCN1C(=O)CCS(=O)(=O)c1cccc2nonc12 (stereo not given)	-3	-34%	u	1	8	4%	-3%	-2%	2	2%
CC(C)C[C@@H]1NC(=O)[C@H](C(C)C)NC(=O)c2cc([N+](=O)[O-])cc(I)c2OCC[C@@H](C(N)=O)NC1=O	13	23%	u	-3	19	-7%	22%	-11%	8	x
CCCC(=O)Nc1nc2ccc(NC(=O)c3ccccc3F)cc2s1	12	-4%	13%	0	-1	3%	-3%	-2%	4	1%
CC1(C)Cc2nc3oc4c(SCC(N)=O)ncnc4c3cc2CO1	18	-26%	9%	6	-1	18%	-5%	3%	1	-3%
Cc1ccc(S(=O)(=O)N2CCCCC2)cc1NC(=O)CCOc1ccccc1	-10	-18%	-6%	3	9	1%	7%	2%	5	0%
COc1ccc(-n2c(C)c(C(C)=O)c3cc(OCC(N)=O)ccc32)cc1	6	-34%	17%	15	-1	0%	u	17%	-1	11%
Oc1ccc(-c2[nH]ncc2-c2cnn(-c3ccccc3)c2)c(O)c1	12	-22%	-1%	0	1	-3%	5%	-3%	-2	6%
CCOCCCNC(C(=O)Nc1ccc(OC)c(Cl)c1)c1ccccc1 (stereo not given)	-4	8%	-4%	u	5	3%	5%	0%	1	0%
O=C(Nc1ccc(S(=O)(=O)N2CCOCC2)cc1)c1ccc([N+](=O)[O-])o1	-15	-71%[inhibitor]	u	7	-1	0%	41%[activator]	-3%	-2	-1%
Cc1nnc(-c2ccc(N3CCOCC3)c([N+](=O)[O-])c2)o1	22	u	x	0	6	-2%	x	0%	x	x
Cn1nnnc1SCc1ccc(C(=O)Nc2ccccc2F)cc1	2	23%	-3%	13	3	-4%	-16%	0%	4	3%
COc1cc(OC)cc(C(=O)Nc2c(C)nn(-c3ccccc3)c2C)c1	16	15%	-19%	2	1	0%	6%	2%	1	4%
COc1ccc(NC(=O)c2ccc3c(c2)S(=O)(=O)c2ccccc2C3=O)cc1	-13	2%	x	x	-1	x	x	-3%	x	x
COc1cccc2c(=O)cc(C)n(CC(=O)Nc3ccc(C)c(C)c3)c12	-9	-53%[inhibitor]	-1%	0	6	2%	3%	-5%	3	-8%
NS(=O)(=O)c1ccc(CCNC(=O)CSc2nc3ccsc3c(=O)n2CCCCCC(=O)O)cc1	-3	16%	-12%	0	0	-1%	-5%	0%	2	1%
O=S(=O)(Nc1ccc(N2CCOCC2)cc1)c1cc(Cl)ccc1Cl	0	0%	-2%	0	1	-7%	4%	-3%	3	11%
O=S(=O)(Cc1cc(Cl)nc(-c2ccccc2)n1)c1ccccc1	9	-1%	1%	u	-11	3%	-12%	-4%	6	-3%
CC(CCc1ccccc1)NC(=O)CNC(=O)c1cccs1 (stereo not given)	5	u	10%	1	-19	-6%	-6%	3%	x	-5%
Cc1ccc(-c2nc(CS(=O)CC(=O)NCCN3CCCC3)c(C)o2)cc1 (stereo not given)	8	-18%	9%	0	-5	2%	10%	5%	0	3%
OCCc1ccc(-c2ccc(Cl)cc2)o1	-10	-7%	9%	6	4	6%	7%	-2%	1	2%
CCc1ccc(-c2nc(CS(=O)CC(=O)NCCN3CCCCCC3)c(C)o2)cc1 (stereo not given)	-14	-58%[inhibitor]	-9%	-2	4	-1%	4%	3%	0	-6%
CC1=C(C)CC(C(=O)Nc2cccc(Cl)c2)C(C(=O)O)C1 (stereo not given)	-11	12%	9%	2	-1	11%	1%	2%	6	0%
O=C(/C=C/c1ccc2c(c1)OCO2)Nc1cc(S(=O)(=O)N2CCOCC2)ccc1N1CCOCC1	1	15%	2%	2	8	-8%	3%	-4%	2	1%
COC(=O)COc1ccc2c(c1)O/C(=C\c1cccc([N+](=O)[O-])c1)C2=O	13	10%	u	4	6	7%	-6%	2%	1	10%
CCCCOc1ccc(C(=O)OC(C)CN(C)C)cc1 (stereo not given)	-2	2%	5%	1	-12	-3%	0%	0%	3	-2%
Cc1ccc(C(=O)N2CCN(c3ccc([N+](=O)[O-])c(NCc4ccco4)c3)CC2)cc1	-45	0%	u	1	-3	-2%	-1%	-28%	x	-2%
CCCc1nc(SCc2ccccc2Cl)n[nH]1	16	4%	-2%	-2	-1	x	-2%	-2%	-13	2%
CCCCNC(=O)Nc1ccccc1C(=O)Nc1ccc(OC)cc1	1	0%	1%	17	-5	x	-2%	-2%	-2	0%
O=C(N/N=C/c1ccc(Br)cc1)c1cc[n+](Cc2ccccc2)cc1	-3	-10%	u	-5	7	-3%	-6%	-7%	-3	1%

Given as comma-separated lines: three of the compounds above.
molecule,KCNH2 3.1 block,a7 integrin act,MBNL1 CUG block,TRPV1 ag,hERG WT inh,A-T KAP1 phos,CXXC DNA block,S-ASM inh,FBPA coupling cs,GALK inhibitor
CCCCOc1ccc(C(=O)OC(C)CN(C)C)cc1 (stereo not given),-2,2%,5%,1,-12,-3%,0%,0%,3,-2%
Cc1ccc(C(=O)N2CCN(c3ccc([N+](=O)[O-])c(NCc4ccco4)c3)CC2)cc1,-45,0%,u,1,-3,-2%,-1%,-28%,x,-2%
CCCc1nc(SCc2ccccc2Cl)n[nH]1,16,4%,-2%,-2,-1,x,-2%,-2%,-13,2%
